Bioassay records (PubChem)
TcdB inh = blocks C. difficile toxin B glycohydrolase activity; actives 0.24% (n = 350,000); TcdB glycohydrolase enzymatic assay, plate reader; inhibition, % at 9.99 µM; P18177; in the data active = inhibition above about 10%
Target sequence (P18177 whole entry, looked up): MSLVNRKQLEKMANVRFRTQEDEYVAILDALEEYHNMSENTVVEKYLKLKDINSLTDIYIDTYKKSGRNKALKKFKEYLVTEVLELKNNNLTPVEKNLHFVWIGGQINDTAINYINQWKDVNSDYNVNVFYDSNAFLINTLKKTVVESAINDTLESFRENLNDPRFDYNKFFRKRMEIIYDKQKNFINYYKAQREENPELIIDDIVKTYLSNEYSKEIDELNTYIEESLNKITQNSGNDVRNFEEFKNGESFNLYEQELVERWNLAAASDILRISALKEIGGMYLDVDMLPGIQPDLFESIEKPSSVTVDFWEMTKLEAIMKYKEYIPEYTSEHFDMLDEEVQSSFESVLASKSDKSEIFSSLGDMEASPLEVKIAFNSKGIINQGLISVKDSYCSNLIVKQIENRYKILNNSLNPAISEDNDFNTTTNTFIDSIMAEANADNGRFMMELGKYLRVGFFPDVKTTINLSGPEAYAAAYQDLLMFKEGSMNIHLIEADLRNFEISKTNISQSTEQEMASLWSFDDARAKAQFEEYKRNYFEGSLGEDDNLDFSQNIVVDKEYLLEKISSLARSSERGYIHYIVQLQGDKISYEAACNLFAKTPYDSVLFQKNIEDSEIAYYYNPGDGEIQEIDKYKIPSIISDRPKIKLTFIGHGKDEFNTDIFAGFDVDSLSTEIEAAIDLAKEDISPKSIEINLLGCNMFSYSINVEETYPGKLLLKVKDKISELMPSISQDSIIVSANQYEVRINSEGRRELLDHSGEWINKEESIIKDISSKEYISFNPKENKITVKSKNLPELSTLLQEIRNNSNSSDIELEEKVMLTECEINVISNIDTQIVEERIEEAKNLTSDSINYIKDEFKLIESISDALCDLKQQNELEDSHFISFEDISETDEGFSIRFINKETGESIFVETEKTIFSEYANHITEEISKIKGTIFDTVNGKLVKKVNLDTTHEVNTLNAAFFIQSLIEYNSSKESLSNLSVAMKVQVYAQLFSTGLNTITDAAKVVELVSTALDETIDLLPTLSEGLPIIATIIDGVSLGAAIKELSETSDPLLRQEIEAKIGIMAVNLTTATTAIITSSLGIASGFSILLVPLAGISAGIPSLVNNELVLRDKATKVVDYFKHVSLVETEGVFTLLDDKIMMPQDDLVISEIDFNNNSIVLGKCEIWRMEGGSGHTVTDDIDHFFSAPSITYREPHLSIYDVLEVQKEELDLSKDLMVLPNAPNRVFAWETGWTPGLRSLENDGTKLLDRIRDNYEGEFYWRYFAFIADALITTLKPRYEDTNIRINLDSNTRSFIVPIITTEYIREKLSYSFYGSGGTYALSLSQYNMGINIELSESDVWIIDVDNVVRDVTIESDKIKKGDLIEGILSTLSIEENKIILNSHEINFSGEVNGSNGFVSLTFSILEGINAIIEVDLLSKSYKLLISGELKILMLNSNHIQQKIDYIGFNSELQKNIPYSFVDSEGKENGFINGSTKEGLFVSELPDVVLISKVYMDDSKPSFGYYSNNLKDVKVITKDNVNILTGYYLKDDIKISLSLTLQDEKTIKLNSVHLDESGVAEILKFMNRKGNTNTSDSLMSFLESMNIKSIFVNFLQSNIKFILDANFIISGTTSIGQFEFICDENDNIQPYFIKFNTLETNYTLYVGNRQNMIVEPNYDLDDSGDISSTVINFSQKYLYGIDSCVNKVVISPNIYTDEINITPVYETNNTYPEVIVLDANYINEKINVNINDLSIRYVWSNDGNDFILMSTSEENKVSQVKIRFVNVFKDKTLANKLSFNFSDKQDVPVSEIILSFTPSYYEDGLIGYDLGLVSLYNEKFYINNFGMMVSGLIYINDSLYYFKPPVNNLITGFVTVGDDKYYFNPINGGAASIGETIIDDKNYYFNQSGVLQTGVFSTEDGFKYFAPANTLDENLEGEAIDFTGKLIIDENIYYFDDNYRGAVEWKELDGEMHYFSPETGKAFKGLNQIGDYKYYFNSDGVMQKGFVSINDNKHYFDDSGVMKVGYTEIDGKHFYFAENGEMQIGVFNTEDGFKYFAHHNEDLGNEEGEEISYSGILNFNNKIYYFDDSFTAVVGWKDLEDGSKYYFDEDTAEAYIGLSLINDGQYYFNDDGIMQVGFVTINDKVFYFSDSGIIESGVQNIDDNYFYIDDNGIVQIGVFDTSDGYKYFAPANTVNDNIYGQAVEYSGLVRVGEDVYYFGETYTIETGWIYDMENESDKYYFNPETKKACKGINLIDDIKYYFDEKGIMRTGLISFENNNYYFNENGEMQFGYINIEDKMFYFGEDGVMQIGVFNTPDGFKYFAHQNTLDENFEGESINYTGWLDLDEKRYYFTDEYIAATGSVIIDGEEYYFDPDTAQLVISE
* = called active by the depositor. Some of the compounds tested, so the mix of outcomes need not match the whole.

| Structure | TcdB inh |
| --- | --- |
| O=C(C[C@@H]1C[C@H]2c3cc(NS(=O)(=O)c4ccc(F)cc4)ccc3O[C@H]2[C@@H](CO)O1)NCCN1CCCCC1 | 0.1 |
| CCCNC(=O)C[C@H]1CC[C@@H]2[C@H](COc3ccc(NC(=O)c4cccc(OC)c4)cc3C(=O)N2C)O1 | 6.3 |
| COc1ccc(C(=O)Nc2ccc3c(c2)C(=O)N(C)[C@@H]2CC[C@H](CC(=O)NCC4CC4)O[C@@H]2CO3)cc1 | 14.9* |
| C[C@H](CO)N1C[C@H](C)[C@H](CN(C)C)OCCCC[C@H](C)Oc2ccc(NC(=O)Cc3ccccc3)cc2C1=O | -1.0 |
| CC(C)CC#Cc1ccc2c(c1)O[C@H](CN(C)C(=O)c1ccccn1)[C@H](C)CN([C@@H](C)CO)S2(=O)=O | 0.5 |
| OC[C@H]1[C@H](c2ccc(C#CC3(O)CCCC3)cc2)[C@H]2CN(Cc3ccncc3)CCCCN21 | 0.7 |
| COC(=O)C[C@@H]1CC[C@H](NS(=O)(=O)c2ccccc2F)[C@H](CO)O1 | -1.0 |
| O=C(Nc1ccc(Cl)c(Cl)c1)N[C@H]1CC[C@@H](CCn2cc(C3CC3)nn2)O[C@H]1CO | -0.2 |
| CO[C@@H](CN(C)S(=O)(=O)c1ccc(F)cc1)[C@@H](C)CN(Cc1ccccc1Cl)[C@H](C)CO | 0.4 |
| CCS(=O)(=O)N1CC(=O)N2[C@@H](CO)[C@H](c3ccc(C#CC4CC4)cc3)[C@@H]2C1 | 0.8 |
| C[C@@H]1CCCCO[C@@H](CN(C)Cc2ccc(C(F)(F)F)cc2)[C@@H](C)CN([C@H](C)CO)C(=O)c2cc(NC(=O)CCCN(C)C)ccc2O1 | -0.5 |
| O=C(Nc1ccccc1)N1CC(=O)N2[C@@H](CO)[C@H](c3ccc(C#CC4CCCCC4)cc3)[C@@H]2C1 | -2.5 |
| C[C@@H]1CN([C@@H](C)CO)C(=O)Cc2cc(NS(C)(=O)=O)ccc2O[C@@H]1CN(C)Cc1ccc(Cl)c(Cl)c1 | -0.3 |
| COc1ccc(S(=O)(=O)Nc2ccc3c(c2)CC(=O)N([C@H](C)CO)C[C@@H](C)[C@@H](CN(C)C(=O)NC(C)C)O3)cc1 | 0.6 |
| Cc1ccc(-c2ccc([C@H]3[C@@H](CO)N4CCCCN(C(=O)Nc5ccccc5)C[C@@H]34)cc2)cc1 | -0.6 |
| O=C(C[C@H]1C[C@H]2c3cc(NC(=O)Cc4ccncc4)ccc3O[C@H]2[C@H](CO)O1)NCc1ccc(-c2ccccc2)cc1 | -0.6 |
| COc1ccc(S(=O)(=O)N(C)C[C@@H]2OCCCC[C@@H](C)Oc3ccc(NC(=O)Nc4c(C)noc4C)cc3C(=O)N([C@@H](C)CO)C[C@@H]2C)cc1 | -1.0 |
| Cc1noc(C)c1S(=O)(=O)N(C)C[C@H]1Oc2ccc(NS(C)(=O)=O)cc2CC(=O)N([C@H](C)CO)C[C@@H]1C | -1.7 |
| CO[C@@H](CN(C)C(=O)Nc1ccc(F)cc1)[C@H](C)CN(Cc1ccccc1Cl)[C@H](C)CO | 0.6 |
| Cc1ccc(S(=O)(=O)N[C@@H]2C=C[C@@H](CC(=O)NCc3ccncn3)O[C@@H]2CO)cc1 | -0.8 |
| C[C@@H]1CN([C@@H](C)CO)C(=O)c2cccc(N(C)C)c2O[C@H]1CN(C)S(=O)(=O)c1cccs1 | 1.0 |
| CC(C)NC(=O)Nc1cccc2c1O[C@H](CN(C)Cc1ccncc1)[C@H](C)CN([C@H](C)CO)C2=O | -0.4 |
| O=C(c1ccc2c(c1)OCO2)N1C[C@@H]2[C@H](c3ccccc31)[C@@H](CO)N2CC1CCCC1 | 1.0 |
| O=C(C[C@H]1CC[C@@H](NS(=O)(=O)c2ccc(F)cc2)[C@H](CO)O1)NCc1ccccc1F | -0.9 |
| CC(C)CC#Cc1ccc2c(c1)O[C@H](CN(C)C(=O)Cc1cccnc1)[C@H](C)CN([C@H](C)CO)S2(=O)=O | -0.4 |
| COc1ccc(S(=O)(=O)N(C)C[C@H]2OCCCC[C@H](C)Oc3ccc(NC(=O)NC(C)C)cc3C(=O)N([C@H](C)CO)C[C@@H]2C)cc1 | -1.4 |
| CCC(=O)N1C[C@H](C)[C@H](OC)CN(C)C(=O)c2cc(NC(=O)NC(C)C)ccc2OC[C@@H]1C | -1.3 |
| Cc1ccccc1-c1ccc([C@@H]2[C@H](CO)N3CCCCN(CC4CCOCC4)C[C@@H]23)cc1 | -0.4 |
| C[C@H]1CN([C@@H](C)CO)C(=O)c2cc(NC(=O)Nc3cccc4ccccc34)ccc2O[C@H]1CN(C)S(=O)(=O)c1ccc(Cl)cc1 | 0.3 |
| COc1ccc(S(=O)(=O)N(C)C[C@@H]2Oc3cc(-c4ccccc4OC)ccc3S(=O)(=O)N([C@@H](C)CO)C[C@@H]2C)cc1 | 0.0 |
| CN1C(=O)c2cc(NC(=O)Cc3cccs3)ccc2OC[C@@H]2O[C@@H](CC(=O)NCC3CCCCC3)CC[C@@H]21 | 0.7 |
| COCC#Cc1cnc2c(c1)C(=O)N([C@@H](C)CO)C[C@H](C)[C@@H](CN(C)C(=O)Cc1cccnc1)O2 | 0.1 |
| N#C[C@@H]1[C@H](c2ccc(-c3ccccc3)cc2)[C@@H](CO)N1C(=O)Cc1ccccc1 | -0.8 |
| CCC(=O)N(C)C[C@H]1Oc2cc(C#Cc3cccnc3)ccc2S(=O)(=O)N([C@@H](C)CO)C[C@@H]1C | 1.0 |
| C[C@@H]1CN([C@@H](C)CO)C(=O)c2cc(-c3ccc(F)cc3)cnc2O[C@H]1CN(C)C(=O)NC1CCCC1 | 0.2 |
| C[C@H](CO)N1C[C@H](C)[C@H](CN(C)C(=O)c2ccc3c(c2)OCO3)Oc2cc(-c3cncnc3)ccc2S1(=O)=O | 1.4 |
| COc1ccc(CNC(=O)C[C@@H]2CC[C@@H]3[C@@H](COc4ccc(NC(C)=O)cc4C(=O)N3C)O2)cc1 | -0.8 |
| C[C@H]1CN([C@@H](C)CO)C(=O)c2cc(C3=CCCC3)cnc2O[C@@H]1CN(C)C(=O)Cc1ccncc1 | 0.8 |
| CCS(=O)(=O)N1CCCCN2[C@H](C1)[C@H](c1ccc(-c3ccc(C#N)cc3)cc1)[C@@H]2CO | 0.5 |
| COc1ccc2c3c(n(C)c2c1)[C@H](CO)N(Cc1ccncc1)CC31CN(C(=O)C2CCCC2)C1 | 0.2 |
| Cc1noc(C)c1S(=O)(=O)Nc1ccc2c(c1)C(=O)N([C@@H](C)CO)C[C@H](C)[C@H](CN(C)Cc1ccccc1)OCCCC[C@@H](C)O2 | 0.3 |
| Cc1noc(C)c1NC(=O)Nc1ccc2c(c1)C(=O)N([C@@H](C)CO)C[C@H](C)[C@H](CN(C)CC1CCCCC1)OCCCC[C@@H](C)O2 | -0.6 |
| CO[C@H]1CN(C)C(=O)c2cc(NC(C)=O)ccc2OC[C@H](C)N(S(=O)(=O)c2cn(C)cn2)C[C@H]1C | -0.2 |
| COCC(=O)N[C@@H]1CC[C@H](CC(=O)NCc2ccc(Cl)cc2)O[C@@H]1CO | -0.6 |
| C[C@@H]1CN([C@H](C)CO)C(=O)Cc2cc(NC(=O)CCN3CCOCC3)ccc2O[C@H]1CN(C)C(=O)Nc1ccc2c(c1)OCO2 | -2.6 |
| CO[C@H]1CN(C)C(=O)c2ccc(NC(=O)c3ccccc3)cc2OC[C@@H](C)N(C(C)=O)C[C@@H]1C | -13.1 |
| O=C(Nc1cc(F)ccc1F)N1CCCCN2[C@H](CO)[C@@H](c3ccc(-c4ccccc4)cc3)[C@@H]2C1 | -0.6 |
| CO[C@@H]1CN(C)C(=O)c2cc(NS(C)(=O)=O)ccc2OC[C@@H](C)N(CC2CC2)C[C@H]1C | -0.6 |
| O=C(Nc1ccc(F)cc1)N[C@H]1CC[C@@H](CC(=O)N2CCCCC2)O[C@@H]1CO | -2.6 |
| C[C@@H]1CN([C@@H](C)CO)C(=O)c2cc(C3=CCCC3)cnc2O[C@H]1CN(C)C(=O)c1ccc(F)cc1 | 0.7 |

Entries from the list above that contain two or more sulfur atoms (three):
| Structure | TcdB inh |
| --- | --- |
| Cc1noc(C)c1S(=O)(=O)N(C)C[C@H]1Oc2ccc(NS(C)(=O)=O)cc2CC(=O)N([C@H](C)CO)C[C@@H]1C | -1.7 |
| C[C@@H]1CN([C@@H](C)CO)C(=O)c2cccc(N(C)C)c2O[C@H]1CN(C)S(=O)(=O)c1cccs1 | 1.0 |
| COc1ccc(S(=O)(=O)N(C)C[C@@H]2Oc3cc(-c4ccccc4OC)ccc3S(=O)(=O)N([C@@H](C)CO)C[C@@H]2C)cc1 | 0.0 |

Five entries picked at random from those above:
| Structure | TcdB inh |
| --- | --- |
| C[C@H]1CN([C@@H](C)CO)C(=O)c2cc(C3=CCCC3)cnc2O[C@@H]1CN(C)C(=O)Cc1ccncc1 | 0.8 |
| CO[C@H]1CN(C)C(=O)c2ccc(NC(=O)c3ccccc3)cc2OC[C@@H](C)N(C(C)=O)C[C@@H]1C | -13.1 |
| CO[C@H]1CN(C)C(=O)c2cc(NC(C)=O)ccc2OC[C@H](C)N(S(=O)(=O)c2cn(C)cn2)C[C@H]1C | -0.2 |
| CCS(=O)(=O)N1CCCCN2[C@H](C1)[C@H](c1ccc(-c3ccc(C#N)cc3)cc1)[C@@H]2CO | 0.5 |
| Cc1ccccc1-c1ccc([C@@H]2[C@H](CO)N3CCCCN(CC4CCOCC4)C[C@@H]23)cc1 | -0.4 |

(next part)
| Structure | TcdB inh |
| --- | --- |
| COc1ccc(S(=O)(=O)Nc2ccc3c(c2)C(=O)N([C@H](C)CO)C[C@H](C)[C@H](CN(C)CC2CC2)O3)cc1 | -22.3 |
| O=S(=O)(c1ccc(F)cc1)N1CCCCN2[C@H](C1)[C@@H](c1ccc(-c3cncnc3)cc1)[C@@H]2CO | 0.6 |
| CC(=O)N(C)C[C@@H]1Oc2ncc(-c3ccccc3C)cc2C(=O)N([C@H](C)CO)C[C@H]1C | -0.8 |
| C[C@H](CO)N1C[C@H](C)[C@@H](CN(C)CC2CC2)Oc2ccc(NC(=O)Cc3ccccc3)cc2C1=O | -3.1 |
| Cc1ccccc1S(=O)(=O)N1CC[C@@H]2[C@@H](CO)Nc3ccc(-c4cccc(F)c4)cc3[C@@H]21 | -1.1 |
| C/C=C/c1ccc2c(c1)O[C@H](CN(C)C(=O)CN1CCOCC1)[C@H](C)CN([C@H](C)CO)S2(=O)=O | -0.4 |
| CC=Cc1ccc2n(c1=O)C[C@@H]1[C@@H](CO)[C@H](C(=O)N(C)C)[C@H]2N1CC1CCOCC1 (mixture of isomers) | -0.7 |
| C[C@H](CO)N1C[C@H](C)[C@@H](CN(C)C(=O)c2ccccn2)Oc2cc(C#CCC3CCCC3)ccc2S1(=O)=O | 0.5 |
| C[C@@H](NC(=O)C[C@@H]1CC[C@H](NC(=O)C2CC2)[C@@H](CO)O1)c1ccccc1 | -0.9 |
| O=C(C[C@@H]1C[C@H]2c3cc(NC(=O)c4cccnc4)ccc3O[C@H]2[C@H](CO)O1)NC1CCCCC1 | -0.4 |
| Cc1noc(C)c1S(=O)(=O)Nc1cccc2c1O[C@H](CN(C)S(=O)(=O)c1ccc(Cl)cc1)[C@H](C)CN([C@@H](C)CO)C2=O | 0.4 |
| COC(=O)C[C@@H]1CC[C@@H]2[C@H](COC[C@@H](O)CN2C(=O)Nc2cccc(F)c2)O1 | 0.1 |
| C[C@H](CO)N1C[C@H](C)[C@H](CN(C)C)Oc2cc(C#Cc3cccnc3)ccc2S1(=O)=O | -1.1 |
| CO[C@H]1CN(C)C(=O)c2cc(NC(=O)C3CCCC3)ccc2OC[C@H](C)N(CCC(F)(F)F)C[C@@H]1C | 1.1 |
| C[C@@H]1CN([C@@H](C)CO)S(=O)(=O)c2ccc(C#CC3CCCC3)cc2O[C@@H]1CN(C)Cc1cncnc1 | -0.2 |
| C/C=C/c1ccc([C@@H]2[C@H](CO)N(C(=O)CC)C23CN(C(=O)c2ccccc2)C3)cc1 | 0.2 |
| COc1ccc(C(=O)N2C[C@H]3[C@@H](c4ccccc42)[C@H](CO)N3C(=O)c2ccc(F)cc2)cc1 | 0.4 |
| O=C1CN(S(=O)(=O)c2ccccc2)C[C@H]2[C@@H](c3ccc(Br)cc3)[C@H](CO)N12 | 1.3 |
| C[C@H](CO)N1C[C@H](C)[C@@H](CN(C)Cc2ccccc2)Oc2ccc(NC(=O)Nc3cccc4ccccc34)cc2CC1=O | -0.4 |
| Cc1ccc(S(=O)(=O)Nc2cccc3c2O[C@@H](CN(C)CC2CC2)[C@@H](C)CN([C@H](C)CO)C3=O)cc1 | 1.0 |
| CC(C)CC#Cc1cnc2c(c1)C(=O)N([C@H](C)CO)C[C@@H](C)[C@@H](CN(C)Cc1cccc(F)c1)O2 | 1.6 |
| COc1ccc(S(=O)(=O)N(C)C[C@@H]2Oc3c(NS(=O)(=O)c4cn(C)cn4)cccc3C(=O)N([C@@H](C)CO)C[C@H]2C)cc1 | -0.2 |
| Cc1noc(C)c1NC(=O)Nc1ccc2c(c1)C(=O)N([C@H](C)CO)C[C@H](C)[C@H](CN(C)S(=O)(=O)c1c(C)noc1C)OCCCC[C@@H](C)O2 | 1.4 |
| CCCc1cn(CC[C@@H]2CC[C@@H](NC(=O)C3CC3)[C@@H](CO)O2)nn1 | -0.2 |
| COC(=O)[C@H]1[C@H](CO)[C@H]2Cn3c(cccc3=O)[C@H]2N1CC1CCCC1 | -17.7 |
| COc1ccc(CN(C)C[C@@H]2OCCCC[C@@H](C)Oc3ccc(NC(=O)Nc4ccc5c(c4)OCO5)cc3C(=O)N([C@@H](C)CO)C[C@H]2C)cc1 | 0.5 |
| C[C@@H]1CCCCO[C@H](CN(C)Cc2ccc(C(=O)O)cc2)[C@@H](C)CN([C@H](C)CO)C(=O)c2cc(NS(C)(=O)=O)ccc2O1 | -0.5 |
| CO[C@@H]1CN(C)C(=O)c2cc(NC(=O)c3ccccc3F)ccc2OC[C@H](C)NC[C@H]1C | -5.0 |
| CN1CCN(C(=O)c2cc3c(c(-c4cccc(-c5cccc(C(=O)N(C)C)c5)c4)n2)[C@@H](CCO)N([S@](=O)C(C)(C)C)C3)CC1 | -1.7 |
| CC(C)CC#Cc1ccc([C@@H]2[C@H]3CN(C(=O)NC4CCCC4)CCCCN3[C@H]2CO)cc1 | -2.2 |
| CCC(=O)Nc1ccc2c(c1)C(=O)N(C)C[C@H](OC)[C@H](C)CN(C(=O)c1ccccn1)[C@@H](C)CO2 | 0.0 |
